Myeloid diff MLP: compounds promoting myeloid differentiation; 360,000 tested, 1% active; calls only at 10 µM; ER-HoxA9 myeloid progenitors, lysozyme-GFP differentiation, flow cytometry;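 active = normalized GFP-positive differentiation at or above the plate's own cutoff, the solvent-only control mean plus 3 SD; inconclusive = no clear call, values can overlap the other calls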;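 note: cells exposed to compound for four days before flow analysis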
NS5 inhibitors: Dengue-2 NS5 methyltransferase inhibitors, primary screen, biochemical, confirmation dose response (AID 588689); Dengue-2 NS5 methyltransferase capping enzyme assay, biochemical; higher % means a stronger effect; inhibition, % at 25 µM; hits with a dose series show IC50 in µM; 340,000 tested, 0.3% active; in the data active = a potency from the dose series; inconclusive = inhibition above about 29% without an active follow-up result
NS5 inhibitors pilot replicate: second read-out of NS5 inhibitors, no call of its own (marks repeat the call); inhibition, %; measured here: pilot screen replicate inhibition
Myeloid diff MLP GFP+ MAC1+ %: recorded beside Myeloid diff MLP, whose call it bears; GFP+ MAC1+ double positive, %; measured here: differentiation confirmed by MAC1 staining
* hit, by the source's call; i = inactive; ? = inconclusive; . = not tested or not shown; + = active, no number.

SMILES | Myeloid diff MLP | Myeloid diff MLP GFP+ MAC1+ % | NS5 inhibitors | others
CC(C)[C@H](NC(=O)c1ccccc1Cl)C(=O)Nc1ccc(S(=O)(=O)Nc2nccs2)cc1 | i | 0.1 | -9%
CCCCCC(=O)N1C[C@H](O)[C@@H](n2cc(COC(=O)c3ccccc3)nn2)C[C@@H]1c1ccc(OC)cc1 | i | 0.3 | -6%
COC(=O)[C@@H]1CCCN1C(=O)[C@@H](NC(=O)OC(C)(C)C)C(C)C | i | 2.2 | 4%
COc1ccc(S(N)(=O)=O)cc1C(=O)NNC(=O)c1cccc(S(=O)(=O)N2CCOCC2)c1 | i | 0.1 | 4%
CCCN(CC(=O)Nc1ccccc1C)C(=O)C1CCN(S(=O)(=O)c2ccc(C)c(C)c2)CC1 | i | 0.8 | -3%
COc1ccc(C(=O)OCC(=O)Nc2sccc2C(N)=O)cc1[N+](=O)[O-] | i | 0.2 | -2%
OC(Cc1cccnc1)c1ccccc1 (stereo unspecified) | i | 0.7 | 8%
CC1C(=O)N(Cc2cn(CC3CCCCC3)nn2)CCS(=O)(=O)N1Cc1ccc(-c2ccc(F)nc2)cc1 (stereo unspecified) | i | 0.4 | -9%
C=CC[C@@H](CC(=O)N(CCO)Cc1ccccc1)C(=O)NCCOC(=O)[C@H](CC=C)CC(=O)OC(C)(C)C | i | 2.1 | 11%
COc1ccc(CN(C)C(=O)CCN=C2NS(=O)(=O)c3ccccc32)c(OC)c1 | i | 0.9 | -9%
Cc1cccc(C(=O)NCC(=O)OC(C)C(=O)Nc2ccc(Cl)cn2)c1 (stereo unspecified) | i | 1.0 | 1%
CN1C(=O)CCC2(c3ccccc3)CC=C(O)C=C12 (stereo unspecified) | i | 0.5 | -2%
COc1ccc(C2=NOC(c3nnc(-c4ccccc4)o3)C2)cc1 (stereo unspecified) | i | 0.9 | -1%
CN(C(=O)c1ccc(NC(=O)Cc2ccc(NC(=O)C3CCCN(C(=O)C4CCCCC4)C3)cc2)cc1)C1CC1 (stereo unspecified) | i | 1.3 | -1%
O=C(c1cccs1)N1C[C@H](n2cc(-c3ccc(F)cc3)nn2)[C@@H](O)C[C@@H]1c1ccc(Cl)cc1 | i | 0.4 | 0%
CC(=O)OCCC(C)C | i | 1.8 | -7%
COc1ccccc1S(=O)(=O)N(C)C[C@H]1OCc2cnnn2CCCC(=O)N([C@@H](C)CO)C[C@@H]1C | i | 1.5 | -1%
Cc1sc(NC(=O)c2ccc3ncsc3c2)c(C(N)=O)c1C | i | 1.0 | -6%
Cc1csc(SC(C)C(=O)NC2CCCCC2C)n1 (stereo unspecified) | i | 0.2 | -1%
COc1ccc(C(=O)NC(C)c2ccc(-n3ccnc3)cc2)cc1S(=O)(=O)N1CCOCC1 (stereo unspecified) | i | 0.9 | 2%
COc1ccccc1-c1nnc2n1N=C(c1ccc(OC(F)F)c(OCC3CC3)c1)CS2 | i | 2.4 | 4%
CCOC(=O)C1=C(COC(=O)COc2ccc(C(=O)CC)cc2)NC(=O)NC1C (stereo unspecified) | i | 1.5 | 3%
CCCOC(=O)CC1C(=O)NCCN1Cc1ccccc1C (stereo unspecified) | i | 3.6 | -2%
Cc1ccc(C(C(=O)NC2CCCC2)N(Cc2cccs2)C(=O)c2csnn2)o1 (stereo unspecified) | i | 1.0 | -42%
O=C(OCC#CCSc1nnc(-c2cccc3ccccc23)o1)c1ccc(Cl)cc1 | i | 1.3 | -1%
C#CC(CC)(CC)NC(=O)c1cc(S(=O)(=O)N2CCCCC2)ccc1N1CCOCC1 | i | 0.8 | -6%
Cc1c(S(=O)(=O)N2CCCC(C)C2)c(=O)n(C)c(=O)n1C (stereo unspecified) | i | 0.9 | -1%
O=C(CN1C(=O)c2cccc3cccc1c23)Nc1ccccc1C(=O)NCc1ccco1 | i | 0.0 | -1%
O=C(NNC(=O)c1ccc(F)c(S(=O)(=O)N2CCOCC2)c1)c1ccc([N+](=O)[O-])cc1 | i | 0.3 | -10%
COC(=O)[C@H](Cc1ccccc1)NC(=O)Cn1ccc(NC(=O)OCc2ccccc2)nc1=O | i | 0.6 | -1%

15 entries from above, arranged by SMILES length, smallest number first.
SMILES | Myeloid diff MLP | Myeloid diff MLP GFP+ MAC1+ % | NS5 inhibitors | others
CC(=O)OCCC(C)C | i | 1.8 | -7%
Cc1csc(SC(C)C(=O)NC2CCCCC2C)n1 (stereo unspecified) | i | 0.2 | -1%
CCCOC(=O)CC1C(=O)NCCN1Cc1ccccc1C (stereo unspecified) | i | 3.6 | -2%
Cc1sc(NC(=O)c2ccc3ncsc3c2)c(C(N)=O)c1C | i | 1.0 | -6%
COc1ccc(C2=NOC(c3nnc(-c4ccccc4)o3)C2)cc1 (stereo unspecified) | i | 0.9 | -1%
Cc1c(S(=O)(=O)N2CCCC(C)C2)c(=O)n(C)c(=O)n1C (stereo unspecified) | i | 0.9 | -1%
O=C(OCC#CCSc1nnc(-c2cccc3ccccc23)o1)c1ccc(Cl)cc1 | i | 1.3 | -1%
CCOC(=O)C1=C(COC(=O)COc2ccc(C(=O)CC)cc2)NC(=O)NC1C (stereo unspecified) | i | 1.5 | 3%
O=C(CN1C(=O)c2cccc3cccc1c23)Nc1ccccc1C(=O)NCc1ccco1 | i | 0.0 | -1%
COc1ccccc1-c1nnc2n1N=C(c1ccc(OC(F)F)c(OCC3CC3)c1)CS2 | i | 2.4 | 4%
C#CC(CC)(CC)NC(=O)c1cc(S(=O)(=O)N2CCCCC2)ccc1N1CCOCC1 | i | 0.8 | -6%
COc1ccc(C(=O)NC(C)c2ccc(-n3ccnc3)cc2)cc1S(=O)(=O)N1CCOCC1 (stereo unspecified) | i | 0.9 | 2%
COC(=O)[C@H](Cc1ccccc1)NC(=O)Cn1ccc(NC(=O)OCc2ccccc2)nc1=O | i | 0.6 | -1%
CN(C(=O)c1ccc(NC(=O)Cc2ccc(NC(=O)C3CCCN(C(=O)C4CCCCC4)C3)cc2)cc1)C1CC1 (stereo unspecified) | i | 1.3 | -1%
O=C(c1cccs1)N1C[C@H](n2cc(-c3ccc(F)cc3)nn2)[C@@H](O)C[C@@H]1c1ccc(Cl)cc1 | i | 0.4 | 0%

More results
SMILES | Myeloid diff MLP | Myeloid diff MLP GFP+ MAC1+ % | NS5 inhibitors | others
CCOC(=O)c1c(NC(=O)COC(=O)c2ncc(Cl)c(Cl)c2Cl)sc(C(=O)N(C)C)c1C | i | 1.8 | -5%
CC(C)(C)N(Cc1ccccc1)C(=O)COC(=O)C1CC1 | i | 0.6 | -7%
COc1ccc2ccccc2c1C1NC(=O)c2ccccc2N1 (stereo unspecified) | ? | . | 4%
N#Cc1ccccc1NC(=O)CN1C(=O)NC(Cc2c[nH]c3ccccc23)C1=O (stereo unspecified) | i | 0.9 | -7%
CCc1nc(N(CC)CC)c2oc3ccccc3c2n1 | i | 0.4 | -3%
CN(CC(=O)Nc1ccc(F)cc1)C(=O)COC(=O)C1=COCCO1 | ? | . | 6%
CCCS(=O)(=O)N1CCN(Cc2ccc(OCc3ccccc3)c(OC)c2)CC1 | i | 9.4 | 1%
O=C(C(c1ccccc1)C(O)c1ccccc1)N1CCOCC1 (stereo unspecified) | i | 1.5 | 1%
COc1ccccc1CC(=O)Nc1cc(S(=O)(=O)N2CCOCC2)ccc1N1CCOCC1 | i | 0.8 | 0%
COc1cccc(/C=N/NC(=O)C(=O)N2CCCC2)c1 | i | 1.0 | -1%
CCC(C(=O)OCC(=O)C1(O)CCC2C3CCC4=CC(=O)CCC4(C)C3C(O)CC21C)C(C)C (stereo unspecified) | i | 0.6 | 22%
CCN(CC(=O)Nc1c(F)cccc1F)C(=O)c1ccc(C)c(S(=O)(=O)N2CCCCC2)c1 | i | 0.5 | -2%
CN(C)S(=O)(=O)c1ccc(Cl)c(C(=O)NNC(=O)Cn2ccc(C(F)(F)F)n2)c1 | i | 0.5 | 7%
CC(NC(=O)CN1C(=O)NC2(CCCCCC2)C1=O)c1ccccc1 (stereo unspecified) | i | 0.6 | -9%
COCCn1c(SCC(=O)Nc2ccc3c(c2)OCCO3)nc2ccccc2c1=O | i | 1.2 | 4%
Oc1c(Br)cc(Br)c2cccnc12 | i | 2.3 | 0%
CC(=O)Oc1c(C)c(C)c2c(c1C)CCC(C)(CCCC(C)CCCC(C)CCCC(C)C)O2 (stereo unspecified) | i | 3.6 | 4%
O=C(COc1ccc(Br)cc1Cl)N1CCN(c2ncccn2)CC1 | i | 0.6 | 1%
CCN(CC)C(=O)C1=C(C)N(Cc2ccccc2)C(=O)C(CC(=O)NCc2cccc3ccccc23)C1 (stereo unspecified) | i | 0.8 | 3%
COc1ccc(OC)c2sc(N3CCN(C(=O)c4ccc5ncsc5c4)CC3)nc12 | i | 1.0 | -4%
COc1ccc(C(CNC(=O)c2ccco2)N2CCOCC2)cc1 (stereo unspecified) | i | 0.9 | 1%
Cc1ccc(OCC(=O)Nc2cccc(S(=O)(=O)N3CCCC3)c2)cc1C | i | 0.8 | 0%
COc1ccc([C@H]2CC(=O)C=C(/C=C/Cc3ccccc3)C2)cc1 | i | 2.0 | -3%
Cc1cccc(NC(=O)C(C)SCc2nc3sc4c(c3c(=O)[nH]2)CCCC4)n1 (stereo unspecified) | + | 1.2* | -8%
CN(C)CCCNC(=O)C[C@H]1C[C@H](C(=O)N2CCOCC2)[C@@]2(C)c3[nH]c4cc(-c5ccco5)ccc4c3CCN2C1=O | i | 0.4 | -5% | NS5 inhibitors pilot replicate=1.2
COc1ccc(C(CNC(=O)c2cccc(S(=O)(=O)Nc3ccc(F)cc3)c2)N(C)C)cc1 (stereo unspecified) | i | 0.3 | 0%
C/C(COc1ccccc1)=N\NC(=O)c1nnn(-c2nonc2N)c1-c1ccc(C)cc1 | i | 1.7 | -5%
COc1ccc(C(=O)Nc2ccccc2-c2nnn(CC(N)=O)n2)cc1 | i | 0.1 | 1%
CCOC(=O)CN[C@H]1CCC2C3CC=C4C[C@@H](O)CC[C@]4(C)C3CC[C@@]21C (stereo partly specified) | i | 1.2 | 1%
CCCC[C@@H]1C=C(C(=O)O)[C@H](c2ccc(CC)cc2)N1S(=O)(=O)c1ccc(C)cc1 | i | 0.5 | 3% | NS5 inhibitors pilot replicate=-2.4
C/C(=C\C(=O)OCCCCCCCCC(=O)O)C[C@@H]1OC[C@H](C[C@@H]2O[C@H]2[C@@H](C)[C@H](C)O)[C@@H](O)[C@H]1O | i | 1.6 | -4%
O=C(Cc1ccc(S(=O)(=O)N2CCOCC2)s1)NCCc1ccc(F)cc1 | i | 0.5 | -8%
CCC(C)c1ccccc1NC(=O)CN(CC)CC(=O)Nc1ccc2c(c1)OCCO2 (stereo unspecified) | i | 0.8 | 2%
COC(=O)c1ccc(NC(=O)COc2cccc3c2OC(C)(C)C3)cc1 | i | 0.3 | -9%
Cc1ccsc1CN(C)C(=O)CN1C(=O)NC2(CCCCC2C)C1=O (stereo unspecified) | i | 0.5 | -8%
C[C@H](CO)N1C[C@H](C)[C@@H](CN(C)Cc2ccc(Cl)c(Cl)c2)Oc2c(NS(=O)(=O)c3ccc(F)cc3)cccc2C1=O | i | 1.4 | -18%
CCOC(=O)C1CCCN(C(=O)c2ccc(S(=O)(=O)Nc3ccccc3OC)cc2)C1 (stereo unspecified) | i | 0.5 | 2%
CC(N=C1NS(=O)(=O)c2ccccc21)C(=O)NCc1ccncc1 (stereo unspecified) | i | 1.4 | -3%
C#CCOCCOCCOCCNc1nc(N2CCN(C(=O)[C@H](CO)n3cc([C@@H](N)C(C)C)nn3)CC2)nc(N2CCN(C(=O)[C@H](CCCCN)n3cc([C@@H](N)[C@H](C)CC)nn3)CC2)n1 | i | 2.2 | 0%
COc1ccc(CN(C)C(=O)c2ccc(NC(=O)CC3SC(N4CCCC4)=NC3=O)cc2)c(OC)c1OC (stereo unspecified) | i | 1.1 | 6%
COc1c2ccoc2cc2oc(C)cc(=O)c12 | i | 1.8 | -5%
NC(=O)c1ccsc1NC(=O)CN1C(=O)NC2(CCCCC2)C1=O | i | 0.6 | -5%
O=C(Nc1cccc(S(=O)(=O)N2CCOCC2)c1)c1ccc(N2CCCC2=O)cc1 | i | 0.5 | 4%
COc1ccc(/C=C/C(=O)Nc2cc(S(=O)(=O)N3CCOCC3)ccc2OC)cc1 | i | 2.4 | 2%
Cc1nn(CC(=O)Nc2cc(S(=O)(=O)N3CCOCC3)ccc2Cl)c(C)c1[N+](=O)[O-] | i | 0.1 | 4%
CN(CC(=O)Nc1ccc(F)cc1)CC(=O)N1CCCC1 | i | 0.5 | -8%
COc1cc(O)c2c(=O)c3c(O)c(O)ccc3oc2c1OC | i | 1.5 | -8%
Nc1nc(N)c2cc(S(=O)(=O)c3ccc4ccccc4c3)ccc2n1 | ? | . | 4%
Nc1ccc(S(=O)(=O)Nc2cnc3c(Cl)cccc3n2)cc1 | i | 0.5 | 11%
O=C(c1ccco1)N1CCN(Cc2cc(=O)c(OCc3cccc(F)c3)co2)CC1 | i | 0.7 | -8%
N#Cc1ccsc1NC(=O)c1cnccn1 | i | 3.2 | -1%
CSc1ccc(CN(C)C(=O)c2ccc(S(=O)(=O)Nc3ccccc3)cc2)cc1 | i | 0.7 | -8%
CN(C(=O)c1ccc(NC(=O)Cc2ccc(NC(=O)C3CCN(C(=O)C4CCCC4)CC3)cc2)cc1)C1CC1 | i | 0.7 | -2%
Cn1nc(C(=O)O)c(=O)n(C)c1=O | i | 0.9 | 0%
CNC(C)C#Cc1ccc2c(=O)c3cc(C)c(C)cc3oc2c1 (stereo unspecified) | i | 1.0 | 0%

High-throughput results deposited in PubChem BioAssay by several laboratories.

Some of the compounds tested. The share of hits here may be higher or lower than overall.
